BoNT-F LC inh: BoNT/F light chain protease inhibitors, primary screen, biochemical, flow cytometry, MLPCN library; Botulinum neurotoxin type F light chain protease (Clostridium botulinum); Multiplex microsphere protease cleavage assay; inhibition, % at 10 µM; 360,000 tested, 0.22% active; AID 588497, 2011; in the data active = inhibition above about 35%, passing the limit was not always enough; inconclusive = no clear call, values can overlap the other calls; note: plate controls were buffer without enzyme for full effect and enzyme alone for no effect
GDH-TPI inh: GDH-TPI coupling enzyme inhibitors, primary screen, artefact control for M. tuberculosis FBA inhibitor project, biochemical, absorbance, full deck; GDH-TPI coupled enzyme counterscreen, NADH absorbance; 360,000 tested, 1.2% active; inhibition, % at 4.8 µM;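 note: 0% = DMSO wells and 100% = wells lacking the enzyme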
VHR inh abs: VHR1 phosphatase inhibitors, primary screen, biochemical, absorbance, uHTS. recombinant VHR phosphatase, pNPP absorbance. inhibition, % at 13.3 µM. 290,000 tested, 0.52% active. AID 1654, 2009; in the data active = inhibition above about 50%; note: some compounds called inactive have numbers as strong as hits
Target sequence (P51452 whole entry, looked up): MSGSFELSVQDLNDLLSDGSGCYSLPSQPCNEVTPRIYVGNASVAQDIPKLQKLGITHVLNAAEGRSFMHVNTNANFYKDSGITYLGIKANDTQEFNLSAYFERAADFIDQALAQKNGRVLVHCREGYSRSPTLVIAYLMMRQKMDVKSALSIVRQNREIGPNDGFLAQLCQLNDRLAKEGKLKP
CCHF vOTU inh: CCHFV vOTU protease inhibitors, primary screen, biochemical, Pep-AMC substrate, fluorescence; AID 651958, 2012; inhibition, % at 11.5 µM; Crimean-Congo hemorrhagic fever virus L polyprotein viral ovarian tumor (vOTU) protease …; 370,000 tested, 0.55% active; note: 0% = vehicle wells with enzyme and 100% = no enzyme wells
Mtb BioA inh: M. tuberculosis BioA enzyme inhibitors, primary screen, biochemical, plate reader, single point, HTS; purified M. tuberculosis BioA enzyme; inhibition, % at 9.99 µM; 360,000 tested, 0.096% active; in the data active = inhibition above about 40%; inconclusive = no clear call, values can overlap the other calls
Rv3671c protease: Rv3671c serine protease inhibitors, primary screen, biochemical, fluorescence polarization, M. tuberculosis H37Rv; P9WHR9; inhibition, % at 5.96 µM; 320,000 tested, 0.048% active; in the data active = inhibition above about 38%;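 note: extracellular domain of Rv3671c used as enzyme; 0% = enzyme with DMSO and 100% = no enzyme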
Target sequence (P9WHR9 whole entry, looked up, the tested form may be a part): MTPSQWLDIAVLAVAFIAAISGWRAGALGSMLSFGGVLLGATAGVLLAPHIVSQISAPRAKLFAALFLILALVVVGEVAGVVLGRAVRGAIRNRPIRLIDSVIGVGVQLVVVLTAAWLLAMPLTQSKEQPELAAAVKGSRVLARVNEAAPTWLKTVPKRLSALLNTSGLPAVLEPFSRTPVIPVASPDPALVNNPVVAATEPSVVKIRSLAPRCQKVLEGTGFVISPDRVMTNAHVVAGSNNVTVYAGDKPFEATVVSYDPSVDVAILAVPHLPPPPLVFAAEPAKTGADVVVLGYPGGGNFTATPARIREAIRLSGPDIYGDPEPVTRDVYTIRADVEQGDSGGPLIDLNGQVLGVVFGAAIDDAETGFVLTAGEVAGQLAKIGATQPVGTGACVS
Mtb UGM inh: M. tuberculosis UGM enzyme inhibitors, primary screen, biochemical, fluorescence polarization, single point; 320,000 tested, 0.06% active; UDP-galactopyranose mutase (Mycobacterium tuberculosis (strain ATCC 25618 / H37Rv)), …; purified UGM, fluorescence polarization probe displacement; inhibition, % at 10 µM; AID 504406, 2011; in the data active = inhibition above about 10%, passing the limit was not always enough; inconclusive = no clear call, values can overlap the other calls
FadD28 FP inh: inhibitors of FadD28 bisubstrate probe binding, primary screen, biochemical, fluorescence polarization, single point. AID 588549, 2011. inhibition, % at 12.5 µM. 360,000 tested, 0.22% active. Mycobacterium tuberculosis FadD28 fatty-acid-AMP ligase; in the data active = inhibition above about 8.5%, passing the limit was not always enough; inconclusive = no clear call, values can overlap the other calls
MazEF act: activators of E. coli MazEF toxin-antitoxin RNase, primary screen, biochemical, fluorescence, uHTS; Endoribonuclease toxin MazF (Escherichia coli (strain K12)), P0AE70; activation, % at 20 µM; 350,000 tested, 0.32% active; FAM/BHQ RNA-DNA oligo cleavage fluorescence, 5 h; in the data active = activation above about 50%
Target sequence (P0AE70 whole entry, looked up): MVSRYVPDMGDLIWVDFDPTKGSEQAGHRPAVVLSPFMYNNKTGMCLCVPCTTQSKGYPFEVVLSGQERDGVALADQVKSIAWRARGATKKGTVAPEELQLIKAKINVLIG
FBA Mtb inh: Mtb FBA enzyme inhibitors, primary screen, biochemical, fluorescence, strain H37Rv; Fructose-bisphosphate aldolase (Mycobacterium tuberculosis (strain ATCC 25618 / H37Rv)), …; purified M. tuberculosis FBA, fluorescence read-out; inhibition, % at 1 µM; 360,000 tested, 2.3% active; in the data active = inhibition above about 27%;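 note: 0% = vehicle and 100% = reference inhibitor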
Target sequence (P9WQA3 whole entry, looked up): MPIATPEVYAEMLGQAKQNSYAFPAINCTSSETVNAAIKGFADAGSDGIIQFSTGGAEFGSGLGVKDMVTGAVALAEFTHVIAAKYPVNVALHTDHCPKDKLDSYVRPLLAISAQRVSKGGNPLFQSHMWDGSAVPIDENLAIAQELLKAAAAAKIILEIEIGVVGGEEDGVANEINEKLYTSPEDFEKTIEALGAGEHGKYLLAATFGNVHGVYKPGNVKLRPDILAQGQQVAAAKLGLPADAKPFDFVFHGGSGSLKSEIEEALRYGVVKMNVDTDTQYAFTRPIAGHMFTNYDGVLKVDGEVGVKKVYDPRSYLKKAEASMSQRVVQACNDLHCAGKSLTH
* = called active by the depositor; ? = inconclusive; . = no result given; & = joins results of further samples. Cut-off read from the data, not from the text of the source, unless noted: active = inhibition above about 30%; inactive = the rest.

SMILES	BoNT-F LC inh	GDH-TPI inh	VHR inh abs	CCHF vOTU inh	Mtb BioA inh	Rv3671c protease	Mtb UGM inh	FadD28 FP inh	MazEF act	FBA Mtb inh
CC(=O)c1ccc(NC(=O)CN2C(=O)NC3(CCc4ccccc43)C2=O)cc1 (configuration not stated)	1	-4	.	-10	-1.8	5	5.1	-0.8	4	-2
COc1ccccc1OCCC(=O)OCC(=O)Nc1ccc2c(c1)OCO2	-3	13	.	4	.	2	-6.1	-1.5	9	2
Cc1ccc2c(c1)C(O)(CC(=O)c1cccc(-n3cccc3)c1)C(=O)N2 (configuration not stated)	-6	-1	-1	9	0.8	-7	1.5	-1.9	-5	-1
COc1ccc(NC(=O)c2cccc(S(=O)(=O)N3CCc4ccccc43)c2)c(OC)c1	-1	-6	.	-9	-2.4	.	.	1.6	-11	0
CCCCn1c(N)c(N(CCOC)C(=O)c2cc(-c3ccc(F)cc3)nc3ccccc23)c(=O)[nH]c1=O	.	17	.	5	0.2	6	3.4	-1.5	2	-2
Cc1c(N(C)C(=O)C2CCCN2S(=O)(=O)c2ccccc2)c(=O)n(-c2ccccc2)n1C (configuration not stated)	-13	4	4	1	-0.4	0	-1.5	0.2	9	1
CCOc1ccc(C(=O)NCCC2=CCCCC2)cc1OCC	0	2	9	14	.	5	3.5	1.1	4	-1
COC(=O)/C=C/c1cccc([C@H]2[C@@H]3C=CC[C@@H](C)[C@@H]3C(=O)N2Cc2ccccc2)c1	-3	-12	.	2	-0.7	.	.	-3.6	-2	-1
CC(NC1CCCC1)C(=O)Nc1ccccc1-c1ccccc1 (configuration not stated)	-20	-4	7	-2	-2.3	1	-1.3	-2.3	3	2
Cc1ccc2cccc(OCC(=O)N3CCc4ccccc43)c2n1	2	-2	13	-9	-0.1	3	0.1	1.6	7	3
COc1cc(-c2cc(NC(C)=O)c3ncc(-c4ccc(F)cc4)n3c2)cc(OC)c1OC	-7	-2	.	-10	1.1	.	.	-4.7	.	7
CCCCn1c(SCC(=O)N(CC)C2CCS(=O)(=O)C2)nnc1C(CC)N(C)C (configuration not stated)	-7	-1	7	-7	-0.7	0	1.5	-3.8	3	1
COc1ccc(N2CCN(c3ncnc4scc(-c5ccccc5)c34)CC2)cc1	12	3	70	0	-0.6	-13	-2.3	0.0	1	-1
Cc1ccc(Nc2nc3ccccc3[nH]2)nc1	-26	13	-3	2	-1.1	8	-0.3	-1.4	12	4
CCc1nc(NCCN)c(C#N)c2c1CSC(C)(C)C2	-2	14	24	-1	-0.6	-15	3.1	-1.5	6	6
CCc1nc(SCC(=O)Nc2cc(OC)ccc2OC)c2c(C)c(C)sc2n1	-1	-4	-15	7	-0.5	-6	-2.4	-2.6	5	0
Cc1noc(C)c1COC(=O)c1ccc(S(=O)(=O)NCc2ccco2)cc1	6	0	27	2	1.1	3	0.3	-0.5	8	3
O=C(NCc1cccc(C(F)(F)F)c1)c1cccc(S(=O)(=O)N2CCN(Cc3ccccc3)CC2)c1	-2	-3	10	8	-0.9	-24	-1.2	-2.4	-5	1
COc1ccc(O)c(CN2CCC(n3nccc3NC(=O)CCOc3ccccc3)CC2)c1	1	9	12	10	-0.9	3	2.2	-1.8	-4	-2
COCC(COS(N)(=O)=O)Cc1ccccc1 (configuration not stated)	9	2	1	5	-1.3	7	-3.7	-1.7	0	0
COc1ccc(CN2C(=O)C(CC(=O)NCCN3CCOCC3)CC(C(=O)N3CCOCC3)=C2C)cc1 (configuration not stated)	-7	6	.	11	.	.	.	-1.4	2	-2
CCOc1ccc(NC(=O)CN(C)C(=O)c2sc3ccccc3c2Cl)cc1OCC	-12	2	.	-7	0.0	-2	2.0	-1.1	5	-1
Cc1cc(C)nc(Nc2ccccc2Cl)n1	?	5	-37	-6	-2.1	1	0.1	-0.8	-25	-1
CCOC(=O)c1ccc(NC(=O)[C@@H]2CCC(=O)N2C2OC(=O)c3c2ccc(OC)c3OC)cc1 (some centres not stated)	4	3	.	-3	-1.1	.	.	-2.4	.	9
CCOC(=O)CSCc1csc(CC(=O)Nc2ccccc2C)n1	-9	0	10	-6	0.6	1	1.3	-1.1	-2	6

Not a retest: entries from further up.
SMILES	BoNT-F LC inh	GDH-TPI inh	VHR inh abs	CCHF vOTU inh	Mtb BioA inh	Rv3671c protease	Mtb UGM inh	FadD28 FP inh	MazEF act	FBA Mtb inh
CC(=O)c1ccc(NC(=O)CN2C(=O)NC3(CCc4ccccc43)C2=O)cc1 (configuration not stated)	1	-4	.	-10	-1.8	5	5.1	-0.8	4	-2
COc1ccccc1OCCC(=O)OCC(=O)Nc1ccc2c(c1)OCO2	-3	13	.	4	.	2	-6.1	-1.5	9	2

Seven compounds from above, reduced to FadD28 FP inh:
structure	FadD28 FP inh
Cc1ccc(Nc2nc3ccccc3[nH]2)nc1	-1.4
CCc1nc(NCCN)c(C#N)c2c1CSC(C)(C)C2	-1.5
CCc1nc(SCC(=O)Nc2cc(OC)ccc2OC)c2c(C)c(C)sc2n1	-2.6
Cc1noc(C)c1COC(=O)c1ccc(S(=O)(=O)NCc2ccco2)cc1	-0.5
O=C(NCc1cccc(C(F)(F)F)c1)c1cccc(S(=O)(=O)N2CCN(Cc3ccccc3)CC2)c1	-2.4
COc1ccc(O)c(CN2CCC(n3nccc3NC(=O)CCOc3ccccc3)CC2)c1	-1.8
COCC(COS(N)(=O)=O)Cc1ccccc1 (configuration not stated)	-1.7

Shown with two lines to a compound: part of the list above
Every second line gives: BoNT-F LC inh | GDH-TPI inh | VHR inh abs | CCHF vOTU inh | Mtb BioA inh | Rv3671c protease | Mtb UGM inh | FadD28 FP inh | MazEF act | FBA Mtb inh
Cc1c(N(C)C(=O)C2CCCN2S(=O)(=O)c2ccccc2)c(=O)n(-c2ccccc2)n1C (configuration not stated)
→ -13 | 4 | 4 | 1 | -0.4 | 0 | -1.5 | 0.2 | 9 | 1
CCOc1ccc(C(=O)NCCC2=CCCCC2)cc1OCC
→ 0 | 2 | 9 | 14 | . | 5 | 3.5 | 1.1 | 4 | -1
COC(=O)/C=C/c1cccc([C@H]2[C@@H]3C=CC[C@@H](C)[C@@H]3C(=O)N2Cc2ccccc2)c1
→ -3 | -12 | . | 2 | -0.7 | . | . | -3.6 | -2 | -1

Further records:
SMILES	BoNT-F LC inh	GDH-TPI inh	VHR inh abs	CCHF vOTU inh	Mtb BioA inh	Rv3671c protease	Mtb UGM inh	FadD28 FP inh	MazEF act	FBA Mtb inh
COC(=O)c1ccccc1NC(=O)CN(C)S(=O)(=O)c1cc(C)ccc1OC	15	-2	17	3	-0.3	0	-2.9	-1.9	10	5
Cc1noc(C)c1C(=O)N1CCOCC1	-3	1	12	13	-0.5	4	4.7	-1.9	-3	-1
CCOC(=O)c1cc(-c2ccccc2)sc1NC(=O)COC(=O)c1cccc(S(N)(=O)=O)c1	-5	0	29	4	.	7	-0.6	-0.2	-25	1
COCC(=O)Nc1cc(Cl)ccc1C	-3	-5	1	-12	.	-8	-0.4	1.5	-4	4
O=C(COC(=O)c1cc(S(=O)(=O)NCc2ccccc2)ccc1O)c1cc2ccccc2o1	-6	-7	14	-8	-4.0	-10	-1.2	2.5	-3	4
O=c1[nH]c2ccc(NC(=S)Nc3ccc(F)cc3)cc2[nH]1	0	9	-12	6	-0.4	3	-0.5	-1.0	0	-1
CC(=O)Nc1ccc(NC(=O)c2cc(S(=O)(=O)N3CCCCC3)ccc2N2CCOCC2)cc1	-3	10	.	0	3.1	.	.	-1.2	6	-2
O=C1/C(=C\c2cc([N+](=O)[O-])ccc2O)SC(=S)N1Cc1ccc(Cl)cc1	-34	0	3	-2	-11	-183	-3.6	8.6*	-34	-6
C=CCNC(=O)Nc1ccc2nc(C)sc2c1	-1	1	13	15	.	-5	2.2	-0.5	2	1
CCCCn1ccnc1C(=O)c1ccc(S(=O)(=O)N2CCCC2)cc1	4	20	-7	-7	-0.3	13	-2.1	-2.2	6	-3
Cn1cc(S(=O)(=O)N2CCCC(C(=O)O)C2)cn1 (configuration not stated)	-7	-2	29	1	-0.1	-6	0.0	-0.5	10	0
CC(C)(C)S(=O)N1Cc2cc(C(=O)NCc3ccc(Oc4ccccc4)cc3)nc(-c3cccc(-c4cc5ccccc5o4)c3)c2[C@H]1CCO (some centres not stated)	-26	.	.	1	-1.4	.	.	-13	.	-1
CN(C)CCOC(c1ccc(Cl)cc1)c1ccccn1 (configuration not stated)	-14&-9	-8&4	14	1&-2	-0.4&-3.2	-1	0.2	0.9&-0.9	-4&3	0&0
Cc1ccc(C)c(N(CC(=O)NCCSCc2ccco2)S(C)(=O)=O)c1	-10	17	32	-13	-0.2	-1	2.3	-5.3	27	0
CS(=O)(=O)N(CC(=O)NCC1CCCO1)Cc1ccc(Cl)cc1 (configuration not stated)	-33	7	-12	1	-0.4	1	-0.3	-0.9	4	0
COc1ccc2nc(SCC(=O)/C(C#N)=C(\C)N)[nH]c2c1	-6	3	3	2	1.8	4	-4.0	-1.3	-3	0
O=C(Nc1ccc(Cl)cc1)c1ccc(Br)cc1F	-3	3	9	3	.	-7	-1.9	-0.7	-1	-1
NC(=O)c1nsc(C(=O)N(CC(=O)NCc2ccccc2)c2ccc(F)cc2)c1N	1	12	19	0	-1.5	2	0.9	-4.1	4	1
COc1ccc2oc(=O)c(C(=O)NCc3ccccn3)cc2c1	15	18	-9	-78	0.4	5	0.2	-2.8	0	83*
COc1cc(C=C2C(=O)OC(C)(C)OC2=O)ccc1OCC(=O)Nc1ccccc1	-6	4	14	5	.	-3	1.2	-0.2	-1	2
Cc1c(N(C)C(=O)c2ccccc2F)c(=O)n(-c2ccccc2)n1C	-7	0	25	7	0.6	-4	0.2	0.8	1	1
Fc1ccc(C2=CCN(C(c3ccc(Cl)cc3)c3nnnn3Cc3ccccc3)CC2)cc1 (configuration not stated)	-4	3	4	-5	.	-11	1.4	-3.0	-11	-2
COc1cc(C=O)ccc1OCC(=O)N1CCOCC1	1	7	12	3	-1.1	1	-1.1	-2.7	7	4
CC(C)(Cc1ccccc1)NC(=O)C(=O)c1cn(CC(=O)N2CCOCC2)c2ccccc12	-5	16	11	4	-1.4	2	-3.7	-2.4	-6	2
COc1ccc(-c2[nH]ncc2/C=N\NS(=O)(=O)c2ccc(Cl)cc2)cc1	1	13	11	.	-1.2	-1	0.3	0.9	-2	4
COC(=O)c1cccc(NC(=O)c2cc3ccccc3o2)c1	13	8	-10	16	3.4	-1	-2.6	-2.9	9	1
CS(=O)(=O)N(CC(=O)Nc1ccccc1C(=O)NCc1ccccc1)c1ccc2c(c1)OCCO2	6	7	3	-14	-0.5	-2	2.1	-2.9	-9	3
CN(C)S(=O)(=O)N1CCC(CO)(Cc2cccc(C(F)(F)F)c2)CC1	-1	1	21	5	.	3	4.4	-4.0	0	5
CCN(CC)CCCNC(=O)Cn1nc(-c2ccccc2)ccc1=O	0	-1	10	-8	-0.1	-1	-0.1	-2.2	-4	0
O/N=C/c1cn(-c2ccc(Cl)cc2)nn1	-1	-2	15	-13	.	-8	4.1	-0.2	13	3

The order is random, and some 4.9% of all compounds hit somewhere here.
